SIRT5 inh – SIRT5 desuccinylase inhibitors, primary screen, biochemical, fluorescence imaging, single point, set 5; NAD-dependent protein deacylase sirtuin-5, mitochondrial (Homo sapiens), Q9NXA8; Purified SirT5, succinyl-peptide AMC, trypsin-coupled fluorescence; inhibition, % at 15 µM; 330,000 compounds, 1.1% hits; AID 652115, 2013; in the data active means inhibition above about 15%; inconclusive means no clear call, values can overlap the other calls
Target sequence (Q9NXA8 whole entry, looked up): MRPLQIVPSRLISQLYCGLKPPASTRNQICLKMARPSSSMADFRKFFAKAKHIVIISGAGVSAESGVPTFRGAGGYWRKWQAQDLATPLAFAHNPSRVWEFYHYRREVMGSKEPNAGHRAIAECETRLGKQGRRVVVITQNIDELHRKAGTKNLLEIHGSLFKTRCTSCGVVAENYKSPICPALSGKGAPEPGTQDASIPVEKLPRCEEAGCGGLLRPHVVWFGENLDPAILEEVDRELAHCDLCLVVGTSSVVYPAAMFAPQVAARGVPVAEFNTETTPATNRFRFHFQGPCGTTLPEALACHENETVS
LGR2 antag – inhibitors of bursicon-induced LGR2 CRE-luciferase signal, primary screen, cell-based, HEK293, CRE-luciferase reporter, bursicon stimulation. Drosophila bursicon receptor LGR2 (rickets). bursicon-stimulated, 4 h. inhibition, % at 9.99 µM. 380,000 compounds, 0.35% hits. AID 720647, 2013;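 active means drop in luminescence signal, shown as inhibition above about 50% in the replicate tests, limit read from the data, passing the limit was not always enough; inconclusive means probably only some replicates passing the limit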;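 further: agonist challenge used bursicon conditioned medium at about half maximal strength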
S100A4 inh HTS – inhibitors of S100A4-myosin IIA peptide binding, primary screen, biochemical, fluorescence polarization, TAMRA-MyoIIA peptide; Protein S100-A4 (Homo sapiens), P26447; 360,000 compounds, 0.14% hits; inhibition, % at 10.7 µM;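 active means mean inhibition of at least 70% across replicates, with every replicate also reaching that level; inconclusive means mean inhibition reaches 70% but some replicates fall short; inactive means mean inhibition below 70%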
Target sequence (P26447 whole entry, looked up): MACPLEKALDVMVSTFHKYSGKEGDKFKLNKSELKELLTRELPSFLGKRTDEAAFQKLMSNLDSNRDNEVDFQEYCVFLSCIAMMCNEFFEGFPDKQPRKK
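assay system = human S100A4 monomer with TAMRA-labelled myosin IIA peptide | also added = labelled myosin peptide probe, 5 nM | incubation = 5 min between mix addition and reading | control set = DMSO and TFP controls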
Casp6 inh – human caspase-6 inhibitors, primary screen, biochemical, VEID-R110 fluorescence, single point, set 2; P55212; purified caspase-6, Z-VEID-R110 cleavage fluorescence; inhibition, % at 12.5 µM; 350,000 compounds, 0.53% hits; AID 686996, 2013;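 active means mean inhibition across replicates at least about 35%, with every replicate also reaching that limit, limit read from the data; inconclusive means only one of the two criteria met; inactive means neither criterion met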;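 further: 0% = median of neutral control wells and 100% = no fluorescence left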
Target sequence (P55212 24-179 limits assumed): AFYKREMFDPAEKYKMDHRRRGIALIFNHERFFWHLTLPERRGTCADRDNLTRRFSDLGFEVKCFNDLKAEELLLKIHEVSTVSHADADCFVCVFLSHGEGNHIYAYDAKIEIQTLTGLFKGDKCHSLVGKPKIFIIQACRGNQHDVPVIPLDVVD
Target sequence (P55212 194-293 limits assumed): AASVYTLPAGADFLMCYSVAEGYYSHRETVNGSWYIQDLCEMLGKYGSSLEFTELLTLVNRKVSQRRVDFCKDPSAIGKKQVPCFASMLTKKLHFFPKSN
esBAF inh – Bmi1 luciferase reporter increase in mESCs, primary screen, esBAF inhibitor project, mouse ES cells, Bmi1 luciferase knock-in, single point. 24 h; 100% = twice the neutral-well signal. reporter increase, % at 12.5 µM. 350,000 compounds, 2% hits. AID 602393, 2012; in the data active means activation above about 40%; inconclusive means no clear call, values can overlap the other calls;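 further: 0% = median of the plate's neutral control wells and 100% = double that signal; a rise in the Bmi1 reporter signal indicates esBAF inhibition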
C2C12 statin – suppressors of statin myotoxicity in C2C12 myotubes, primary screen, cell-based, single point, plate reader. rescue of ATP level, % at 7.49 µM. C2C12 myotubes + simvastatin, ATP luminescence, 48 h; scaled: DMSO 0, geranylgeraniol control 100. 330,000 compounds, 0.78% hits;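 active means mean ATP rescue above about 67%, or every replicate alone reaching that limit, limit read from the data, passing the limit was not always enough; inconclusive means no clear call, values can overlap the other calls; inactive means mean under the limit and some replicate under it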;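 further: myotubes were challenged with 10 µM simvastatin during compound exposure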
FN deposit inh – inhibitors of fibronectin matrix deposition, primary screen, AH1F cells, Alexa488-fibronectin fluorescence, plate reader; 350,000 compounds, 0.086% hits; inhibition, % at 12.6 µM; AID 743247, 2014; AH1F fibroblasts, overnight;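 active means mean inhibition across replicates of 30% or more, regardless of how many single replicates reach that level; inconclusive means mean under 30% yet at least half of replicates reach 30%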;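 further: positive control wells lacked labelled fibronectin entirely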
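test system = AH1F fibroblasts assembling fluorescent fibronectin matrix | quantity = 10000 AH1F cells per well | buffer or medium = DMEM plus 2% serum, read in PBS | doses = single dose, pinned | incubation = 1 h cell attachment, overnight exposure to compound and label | detection = fluorescence at 485 nm excitation, 525 nm emission | read-out basis = inhibition from reduced deposited-fibronectin fluorescence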
Active calls of the source: *; u = inconclusive; x = no result given; & = joins results of further samples. A portion of the library (hit frequency here may not be typical).

Every second line gives: SIRT5 inh	LGR2 antag	S100A4 inh HTS	Casp6 inh	esBAF inh	C2C12 statin	FN deposit inh
- Cc1ccc(/C=N/NC(=O)c2csc(C)c2)o1
  x	x	x	x	36	-3	2
- COC(=O)C1=C(C)NC(C)=C(C(=O)OC)C1c1ccc(NC(C)=O)cc1
  1	16	-4	2	-5	33	x
- NC(=O)CSc1nnc(COc2ccc3ccccc3c2)o1
  -2	-37	-9	-2	4	-1	0
- C[C@@H]1CCCCO[C@H](CN(C)C(=O)Nc2ccc(F)cc2)[C@H](C)CN([C@H](C)CO)C(=O)c2cc(NC(=O)CCC(F)(F)F)ccc2O1
  0	8	-2	-1	3	x	-2
- C#CCCc1cocc1/C=[N+](\[O-])c1ccc(C(=O)OCC)cc1
  -3	x	-1	2	12	-6	9
- C[C@H](CO)N1C[C@H](C)[C@H](CN(C)Cc2ccc(C(=O)Nc3ccccc3N)cc2)Oc2c(NC(=O)c3ccncc3)cccc2C1=O
  x	-20	-17	-1	-3	x	-6
- COc1ccc(CN2CCN(c3ncnc4scc(-c5ccc(F)cc5)c34)CC2)cc1
  0	19	-3	-1	1	1	4
- CC(C)(C)c1cc(C(=O)NN)n(Cc2ccc(Cl)cc2Cl)n1
  2	x	2	-2	x	x	6
- CN(C)S(=O)(=O)c1ccc(Cl)c(C(=O)Nc2ccccc2[N+](=O)[O-])c1
  -2	-13	-3	5	x	x	8
- C/C=C/c1ccc([C@@H]2[C@@H](CN(CC)C(C)=O)N(C(=O)C3CCC3)[C@H]2CO)cc1
  x	3	x	x	2	5	x
- Cc1ccccc1C(=O)Nc1nncs1
  x	x	x	x	1	-2	-2
- COCCNC(=S)N/N=C/c1ccc([N+](=O)[O-])cc1
  -2	2	5	-3	0	0	1
- O=C(NC1CCCC1)C1c2ccccc2OCC(=O)N1CC(F)(F)F (stereo not given)
  -6	-12	0	-3	x	x	-5
- COC(=O)C1(C)COP(=O)(Nc2ccc(OC)cc2)OC1 (stereo not given)
  x	18	-1	-2	x	x	7
- C=C1CCN([C@@H](CC(C)C)C(=O)N2CCCC2)S(=O)(=O)c2ccccc21
  -2	17	0	-6	-1	-12	11
- Cc1cccc(C(OC(=O)c2ccco2)C(=O)NCc2ccccc2)n1 (stereo not given)
  x	x	x	x	-13	6	-1
- COc1ccc(CCNC(=O)CCCCCN2C(=O)[C@@H]3Cc4ccccc4CN3C2=O)cc1OC
  -2	-19	6	1	-5	-9	10
- COc1cc(OC)cc(C(=O)NCc2ccc3c(c2)cc(C)n3C)c1
  -4	0	16	-3	x	x	4
- C/C=C(\C)C(=O)OC(C)(C)[C@H]1Cc2cc3ccc(=O)oc3cc2O1
  -30	-31	2	-1	-3	-18	0
- Cc1noc(C)c1S(=O)(=O)Nc1ccc2c(c1)C(=O)N([C@H](C)CO)C[C@H](C)[C@H](CN(C)S(=O)(=O)c1ccc(Cl)cc1)O2
  6	22	18	-2	1	x	x

Brought forward from above: six entries, followed by the next part.
Every second line gives: SIRT5 inh	LGR2 antag	S100A4 inh HTS	Casp6 inh	esBAF inh	C2C12 statin	FN deposit inh
- C=C1CCN([C@@H](CC(C)C)C(=O)N2CCCC2)S(=O)(=O)c2ccccc21
  -2	17	0	-6	-1	-12	11
- Cc1cccc(C(OC(=O)c2ccco2)C(=O)NCc2ccccc2)n1 (stereo not given)
  x	x	x	x	-13	6	-1
- COc1ccc(CCNC(=O)CCCCCN2C(=O)[C@@H]3Cc4ccccc4CN3C2=O)cc1OC
  -2	-19	6	1	-5	-9	10
- COc1cc(OC)cc(C(=O)NCc2ccc3c(c2)cc(C)n3C)c1
  -4	0	16	-3	x	x	4
- C/C=C(\C)C(=O)OC(C)(C)[C@H]1Cc2cc3ccc(=O)oc3cc2O1
  -30	-31	2	-1	-3	-18	0
- Cc1noc(C)c1S(=O)(=O)Nc1ccc2c(c1)C(=O)N([C@H](C)CO)C[C@H](C)[C@H](CN(C)S(=O)(=O)c1ccc(Cl)cc1)O2
  6	22	18	-2	1	x	x
- COCC(=O)N1[C@H](C(=O)NCc2ccccc2Cl)[C@@H](CO)[C@@H]2Cn3c(cccc3=O)[C@@H]21
  -8	3	-4	1	x	x	x
- CCNC(=O)C1CCCN(C(=O)c2ccccc2F)CC1 (stereo not given)
  x	-15	8	-3	2	4	11
- CC(=O)c1ccc(N(C(=O)CNC(=O)c2ccco2)C(C(=O)NC2CCCC2)c2ccncc2)cc1 (stereo not given)
  -3	-3	-12	2	3	-9	7
- COc1ccc(NS(=O)(=O)c2ccc(/C=C/C(=O)O)cc2)cc1S(=O)(=O)N1CCOCC1
  -3	9	-1	1	2	1	-1
- Clc1ccc2nc(COc3ccccc3)[nH]c2c1
  -4	-33	1	1	u	-19	15
- O=S(=O)(CCN1CCCCC1)Oc1ccc(Cl)cc1Cl
  -2	3	3	1	x	x	0
- COCCN(CC1CCCN(C2Cc3ccccc3C2)C1)C(=O)CCC(C)=O (stereo not given)
  -4	-7	1	-2	-3	1	1
- CSc1ncc(Cl)c(C(=O)Nc2ccccc2C)n1
  1	13	-4	-1	-2	11	-3
- O=C(NCc1ccc(F)cc1F)[C@@H]1CCCN1C(=O)[C@@H]1CCCN1C(=O)c1cccs1
  -6	-16	-11	-2	x	x	2
- CC(=O)NC(CC(=O)NCCCn1ccc2ccccc21)c1ccccc1 (stereo not given)
  0	24	-3	-1	-3	-4	2
- CCCNC(=O)C[C@H]1CC[C@H]2[C@@H](COC[C@@H](O)CN2S(=O)(=O)c2ccc(Oc3ccccc3)cc2)O1
  2	-6	12	1	-1	-9	-14
- Nc1[nH]c(C(=O)c2ccccc2)c(-c2ccc(Cl)cc2)c1C(=O)c1c[nH]c2ccc(F)cc12
  1	-1	-3	-1	x	x	0
- C[C@@H]1CCCCO[C@@H](CN(C)Cc2ccncc2)[C@@H](C)CN([C@H](C)CO)C(=O)c2cc(NS(=O)(=O)c3ccc(F)cc3)ccc2O1
  2	15	-18	3	-5	x	0
- Cc1ccc([C@H]2N[C@]3(CCCN(Cc4ccc(Cl)cc4)C3=O)[C@H]3C(=O)N(C)C(=O)[C@@H]23)cc1
  -4	2	-13	5	-2	13	4
- Cc1ccc(S(C)(=O)=NS(=O)(=O)c2cccc3nsnc23)cc1 (stereo not given)
  -1	6	-4	0	2	4	-6
- CC1Cc2ccccc2N1C(=O)CSc1nccc(=O)[nH]1 (stereo not given)
  -11	2	-9	2	x	x	-4
- COCCNC(=O)c1cc(-c2ccccc2)nn1CC1CC(c2cccnc2)=NO1 (stereo not given)
  x	-9	x	x	-6	-7	-7
- Cc1cc(C)nc(N(C#N)C(C)C(=O)N(C)C)n1 (stereo not given)
  x	-17	x	x	6	9	-4
- Cc1nn(CCc2n[nH]c(=S)n2-c2ccc(F)c(Cl)c2)c(C)c1[N+](=O)[O-]
  x	-9	x	x	2	0	x
- COC(=O)c1cc2c(c3c4cc(OC)ccc4n(S(=O)(=O)c4ccc(OC)cc4)c13)C(=O)N(Cc1ccc(N(C)C)cc1)C2
  x	x	-6	-1	x	x	7
- COCCNCc1ccc(Cl)cc1Cl
  0	-4	1	-1	x	x	-1
- OCc1ccccc1CNCc1ccccc1
  11	3	-2	0	11	11	x
- O=C(NCc1cccnc1)c1ccc(NC(=O)c2ccc(Br)cc2)cc1
  0	3	-5	-3	-33	-40	2
- FC(F)(F)c1ccc(Oc2ccc3cc(Br)ccc3c2)nc1
  x	-7	-2	15	x	x	-4
- CCCNC(=O)Nc1ccc2c(c1)C(=O)N(C)[C@H]1CC[C@@H](CC(=O)NCc3ccccc3)O[C@@H]1CO2
  1	12	6	0	0	-6	6
- C/C=C/C(=O)OCc1csc(CC(=O)Nc2ccccc2C)n1
  0	-13	-3	0	-3	-11	-6
- COc1ccccc1NC(C)C(=O)N/N=C/c1ccccc1OCc1cccc(Br)c1 (stereo not given)
  0	20	2	2	21	12	0
- CCCCNS(=O)(=O)c1ccc(NC(=O)C2c3ccccc3Oc3ccccc32)cc1
  1	x	12	4	-4	-16	-2
- Cc1ccc(NC(=O)Cn2c(O)c(N=NS(=O)(=O)c3ccc(C)cc3)c3ccccc32)cc1
  -2	-12	-4	3	x	x	-3
- CC(=O)Nc1ccc(S(=O)(=O)N2CCC(C(=O)c3ccc(F)cc3)CC2)cc1
  -4	-3	-2	-3	0	-41	2
- C[C@H](CO)N1C[C@H](C)[C@H](CN(C)C(=O)NC2CCCCC2)Oc2cc(-c3cccnc3)ccc2S1(=O)=O
  -3&4&2	12&-1	3&5&12	13&-1&-3	1&-2&-1	-4&18&32	3&-14
- Cc1cccc(N2CCN(CC(=O)Nc3nccs3)CC2)c1C
  x	x	x	x	-5	0	0
- CC1(C(=O)NS(=O)(=O)c2ccc(Cl)s2)CCN1C(=O)c1ccc(C2CCCCC2)cc1 (stereo not given)
  2	-13	-3	6	5	9	1
- Cc1ccc2nc(CN(C)C(=O)[C@@H](Cc3ccccc3)NC(=O)[C@H]3O[C@@H](n4ccc(=O)[nH]c4=O)[C@H](O)[C@@H]3O)[nH]c2c1
  0	-4	-1	-2	x	x	-2
- OC[C@@H]1[C@@H](c2ccc(-c3ccccc3F)cc2)[C@@H]2CN(Cc3cncnc3)CCCCN12
  -1	-12	0	0	-1	-6	x
- CC(C)NC(=O)Nc1ccc2c(c1)C(=O)N([C@H](C)CO)C[C@H](C)[C@H](CN(C)C(=O)Nc1ccc(C(F)(F)F)cc1)OCCCC[C@@H](C)O2
  5	8	-5	1	-11	x	x
- CN(C)C(=O)c1ccc(-c2ccc(C3[C@H]4CNC[C@@H]3N4C(=O)Nc3cc(F)ccc3F)cc2)cc1 (stereo not given in full)
  1	-20	0	0	x	x	-4
- COc1ccc(NC(=O)N(C)C[C@H]2Oc3ccc(NS(=O)(=O)c4ccc(OC)cc4)cc3CC(=O)N([C@H](C)CO)C[C@H]2C)cc1
  20*	-16	-12	-2	1	28	x
- CC(OC(=O)Cc1c[nH]c2ccccc12)C(=O)Nc1ccccc1[N+](=O)[O-] (stereo not given)
  -2	11	-4	-2	5	-5	x
